NTR1 agonist: NTR1-driven beta-arrestin-GFP spot formation – imaging, U2OS cells, high content, primary screen (AID 493036); P30989; agonist mode; activation, % at 20 µM; actives 0.17% (n = 330,000);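 active means activation at or above 40% of the spot to cytoplasm intensity ratio, with at least 20 cells analyzed; inconclusive means wells under 20 cells, flagged as cytotoxic or low count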;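 further: 0% = DMSO without peptide and 100% = 100 nM NTR1 peptide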
Target sequence (P30989 whole entry, looked up): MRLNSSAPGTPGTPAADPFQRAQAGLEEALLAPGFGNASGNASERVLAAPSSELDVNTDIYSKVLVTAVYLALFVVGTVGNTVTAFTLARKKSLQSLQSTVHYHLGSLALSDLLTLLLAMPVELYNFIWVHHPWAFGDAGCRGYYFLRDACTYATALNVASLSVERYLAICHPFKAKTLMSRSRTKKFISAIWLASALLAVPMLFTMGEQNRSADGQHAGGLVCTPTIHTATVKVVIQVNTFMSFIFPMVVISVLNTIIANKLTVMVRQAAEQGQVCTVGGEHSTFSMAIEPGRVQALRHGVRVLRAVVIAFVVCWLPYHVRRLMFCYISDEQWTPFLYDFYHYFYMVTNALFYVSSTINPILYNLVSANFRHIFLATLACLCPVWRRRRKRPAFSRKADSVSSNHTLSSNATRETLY
GPR55 activation: selective activators of receptor GPR55 – imaging, U2OS cells, beta-arrestin-GFP redistribution, primary screen (AID 1961); U2OS GPR55 beta-arrestin-GFP redistribution imaging; higher % means a stronger effect; activation, % at 10 µM, or EC50 in µM where a hit was titrated; actives 0.048% (n = 290,000);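 active means activation above 40% with more than 50 cells counted in the well; inconclusive means wells holding fewer than 50 cells, flagged as toxic or sparse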;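 further: U2OS osteosarcoma cells stably expressing GPR55 and beta-arrestin-GFP; plate controls were DMSO negative control for no effect and LPI positive control for full effect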
MgcRacGAP inhibition: MgcRacGAP GTPase-activating activity inhibitors, confirmation, biochemical, ADP Hunter fluorescence. one-dose inhibition, % at 30 µM; IC50 in µM for titrated hits. MgcRacGAP-stimulated Rac1 GTP hydrolysis, ADP Hunter fluorescence; higher % means a stronger effect; GST-tagged Rac1 F28L mutant substrate. AID 624330. actives 0.6% (n = 340,000);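 active means first-screen hits whose inhibition reached a set limit at any dose in the follow-up dose series; inconclusive means inhibition above the set first-screen limit but never retested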;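 further: fluorescence reports GDP produced by GAP-driven GTP hydrolysis; strong numbers were not always called active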
UTI89 phage lysis: protection from phage-mediated lysis, alamar blue read-out – E. coli UTI89, K1F phage, bacterial capsule biogenesis inhibitors (AID 488966); E. coli UTI89 K1F phage lysis, alamar blue, 2 h; higher % means a stronger effect; inhibition, % at 100 µM; hits with a dose series show IC50 in µM; actives 0.02% (n = 340,000);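 active means phage lysis inhibition, versus mean bacterial control, above a set limit; inconclusive means no clear call, values can overlap the other calls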;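 further: capsule biogenesis inhibitors block K1F phage lysis so surviving cells raise fluorescence; higher fluorescence means more inhibition of phage lysis; actives were called in the ten point dose series up to 300 µM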
KOR beta-arrestin-1: KOR agonists, beta-arrestin recruitment, primary screen, cell-based, luminescence, uHTS (AID 1777). activation, % at 10 µM, or EC50 in µM where a hit was titrated. actives 0.02% (n = 280,000). KOR beta-arrestin recruitment, luminescence; higher % means a stronger effect; in the data active means activation above about 50%, passing the limit was not always enough; further: a part of the inactive calls stands beside numbers as strong as those of hits
KOR beta-arrestin-2: KOR antagonists, beta-arrestin recruitment, cell-based, luminescence, uHTS (AID 1778). KOR beta-arrestin recruitment, luminescence, antagonist mode; higher % means a stronger effect. one-dose inhibition, % at 10 µM; IC50 in µM for titrated hits. actives 0.091% (n = 290,000); in the data active means inhibition above about 50%; further: strong numbers were not always called active
GPR35 antagonists: GPR35 antagonists blocking zaprinast-driven arrestin recruitment, primary screen, imaging, U2OS, beta-arrestin-GFP, zaprinast agonist (AID 2058); U2OS GPR35 beta-arrestin-GFP translocation imaging, zaprinast antagonism; higher % means a stronger effect; one-dose inhibition, % at 10 µM; IC50 in µM for titrated hits; actives 0.052% (n = 290,000);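 active means inhibition of at least 50% with at least 30 cells and total cytoplasm GFP at most 10,000,000; inconclusive means under 30 cells or total GFP of 10,000,000 plus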
GPR55 LPI antagonism: GPR55 antagonists blocking LPI-driven arrestin recruitment, primary screen, imaging, U2OS, beta-arrestin-GFP, LPI agonist (AID 2013); U2OS GPR55 beta-arrestin-GFP translocation imaging, LPI antagonism; higher % means a stronger effect; actives 0.13% (n = 290,000); inhibition, % at 10 µM, or IC50 in µM where a hit was titrated;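 active means spots per cell inhibited over 60%, with over 100 cells counted and total cytoplasm intensity under 500,000; inconclusive means wells with under 100 cells, flagged as likely toxic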;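 further: U2OS cells stably carrying GPR55 and arrestin-GFP stimulated by 5 µM LPI near EC80; imaged beta-arrestin-GFP aggregate spots per cell after agonist stimulation; plate controls were LPI-stimulated DMSO wells for no effect and DMSO wells without LPI for full effect; some results filed as inactive read as strong as hits; confirmed hits need IC50 under 10 µM and bright autofluorescent wells are also inconclusive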
NOD1 NF-kB reporter: NOD1 signaling inhibitors, primary screen, cell-based, luminescence, uHTS (AID 1578); one-dose inhibition, % at 4 µM; EC50 in µM for titrated hits; NOD1-driven NF-kB luciferase reporter cells, luminescence; higher % means a stronger effect; actives 1% (n = 290,000); in the data active means inhibition mostly above about 36%, no sharp cut-off; inactive means mostly below about 34%;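 further: HEK-293T reporter cells stimulated with the NOD1 agonist gamma-tri-DAP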
NTR1 agonist cell count 20 µM: second read-out of NTR1 agonist, no call of its own (marks repeat the call); cell count; measured here: cell count, cytotoxicity flag
Starred values were filed as active, the others as inactive; ? = inconclusive; nt = no result given; [ ] = remark or other dose.

item	compound	NTR1 agonist	NTR1 agonist cell count 20 µM	GPR55 activation	MgcRacGAP inhibition	UTI89 phage lysis	KOR beta-arrestin-1	KOR beta-arrestin-2	GPR35 antagonists	GPR55 LPI antagonism	NOD1 NF-kB reporter
1	CN(C)/C=C/C(=O)c1ccccc1OCc1cnc(Cl)s1	1.4	23	-0.1%	6%	0.6%	-6.8%	12%[20 µM]	-5%	6%	-18%
2	CCc1ccc(NC(=O)CSc2nc3[nH]ncc3c(=O)[nH]2)cc1	-1.2	75	1.4%	10%	0.1%	-0.7%	28%	5%	-4%	-19%
3	CCOc1ccccc1NC(=S)Nc1ccc2cn[nH]c2c1	0.6	62	0.0%	4%	0.2%	nt	-17%	12%	-1%	2%
4	C=CCSC1=C(C#N)C(c2ccc(C(C)C)cc2)CC(=O)N1 (stereo not drawn)	11	85	0.2%	-1%	-0.3%	-1.6%	-30%	16%	-7%	6%
5	CC(C)(Oc1ccc(Br)cc1Cl)C(=O)Nc1ccon1	-0.1	49	-0.1%	2%	0.0%	-0.1%	4%	5%	-32%	-5%
6	Cc1cccc2sc(NC(=O)CSCc3ccccc3)nc12	8.0	75	-0.1%	2%	0.5%	4.0%	19%	19%	0%	-29%
7	COc1ccccc1CCNC(=O)C(C)n1nc(C)c2c(C)n(-c3ccccc3)nc2c1=O (stereo not drawn)	0.2	55	-0.1%	11%	0.5%	0.6%	-8%	10%	7%	7%
8	COc1ccc([N+](=O)[O-])cc1NC(=O)COC(=O)c1ccc(O)cc1	0.6	64	-0.2%	2%	0.4%	-2.6%	11%	-3%	10%	0%
9	CS(=O)(=O)N(CCc1ccccc1)CC(N)=O	0.9	62	0.0%	3%	11%	-0.3%	31%	8%	5%	-14%
10	O=C(NCC1CCCCC1)C1(CC2CC(c3ccc(Cl)cc3)=NO2)CCNCC1 (stereo not drawn)	14	36	0.4%	2%	?	2.4%	-48%[20 µM]	-2%	20%	-44%
11	NC(=O)Cn1c(=O)n(CC(=O)N2CCCCC2)c(=O)c2sccc21	-0.4	67	-0.1%	13%	0.0%	4.1%	-6%	-5%	9%	-30%
12	O=C(O)COc1ccccc1/C=C1\C(=O)Nc2ccc(Br)cc21	-1.1	44	0.4%	14%	-0.2%	-4.5%	16%	2%	-3%	-6%
13	CC(c1ccc(O)cc1)(c1ccc(O)cc1)c1ccc(CCBr)cc1	17	81	0.2%	10%	-0.3%	-4.4%	24%	-12%	7%	-1%
14	CC(=O)c1cccc(NC(=S)NC2CCCCC2)c1	2.2	64	0.7%	-9%	2.5%	9.8%	-3%	4%	13%	-19%
15	CC(OC(=O)c1ccc(Cl)c(S(=O)(=O)N2CCc3ccccc32)c1)C(=O)Nc1ncc(Cl)cc1Cl (stereo not drawn)	1.7	59	-0.2%	1%	-1.6%	-3.0%	23%	4%	-8%	-31%
16	Cc1n[nH]c(C)c1CN(C)C(=O)c1cc(COc2ccc(F)c(F)c2)on1	0.4	67	0.7%	4%	0.0%	-0.7%	2%	-1%	4%	-32%
17	Cc1onc(-c2c(F)cccc2Cl)c1C(=O)NNC(=O)C1CCN(Cc2ccccc2)CC1	1.3	49	-0.3%	6%	0.2%	-9.0%	-3%	-4%	20%	-16%
18	CCC(=O)Nc1ccc(-c2nnc(SCC(=O)Nc3nccs3)n2C)cc1	-1.3	78	-0.1%	7%	0.7%	-1.6%	8%	2%	25%	-18%
19	COc1ccc(CCNC(=O)NC2CCCCC2)cc1	-1.1	87	-0.4%	4%	6.1%	-1.8%	-8%	-4%	-3%	-33%
20	CC1(c2nnc(-c3ccc(Cl)cc3)o2)CC(c2ccc(Cl)cc2)=NO1 (stereo not drawn)	2.7	96	0.6%	-2%	0.8%	-1.5%	38%	4%	6%	5%
21	O=S(=O)(Nc1ccc2c(c1)OCCO2)c1cnc[nH]1	3.4	88	-0.1%	1%	0.7%	5.2%	-19%	8%	4%	-15%
22	COc1ccc(N=c2scc(C)n2CCCN2CCCC2=O)cc1	1.9	57	0.1%	3%	2.7%	-0.3%	-1%	4%	-4%	-32%
23	Clc1ccc2c(c1)CNc1c(ncnc1N1CCOCC1)O2	-0.7	27	0.3%	7%	0.4%	-1.1%	-29%	-14%	8%	24%
24	CC(C)(C)c1ccc(C(=O)NNc2cc(N3CCCCC3)nc(N3CCCCC3)n2)cc1	-0.1	73	-0.3%	9%	0.3%	1.4%	34%	5%	10%	30%
25	CC(/C=C/c1ccco1)=N\NC(=O)c1cc(Cl)ccc1O	0.0	71	0.6%	9%	2.5%	-8.1%	-17%	-16%	2%	-28%
26	CCN(CC(=O)Nc1ccc(Br)c(C)c1)CC(=O)NC(C)C	-1.1	46	0.6%	2%	0.3%	-1.6%	-28%	-6%	-10%	-19%
27	O=C(NC1CCCCCC1)C1CCCN(c2ncccn2)C1 (stereo not drawn)	-0.9	37	-0.4%	4%	0.3%	2.4%	-15%	7%	7%	-28%
28	Cc1onc(-c2ccccc2)c1C(=O)NCc1cccc(Cl)c1	0.9	47	0.0%	6%	0.0%	-4.6%	-10%	-2%	2%	-15%
29	CC1CCN(S(=O)(=O)c2ccc(C(=O)N3CCN(c4ccccc4F)CC3)cc2)CC1	1.8	34	-0.1%	-2%	-0.1%	nt	-28%[20 µM]	9%	8%	-8%
30	COC(CNC(=O)c1ccc2c(c1)ncn2-c1cccc(C)c1)OC	0.9	87	0.2%	-1%	-0.4%	-4.6%	9%	-7%	-3%	-1%
31	COCCCNC(=O)C1CCC(CNS(=O)(=O)c2ccc(Cl)cc2)CC1 (stereo not drawn)	0.0	65	-0.3%	-9%	-0.1%	-1.3%	16%	-5%	0%	8%
32	COc1cccc(NC(=O)C2CCN(S(=O)(=O)c3ccc4c(c3)NC(=O)C(C)S4)CC2)c1 (stereo not drawn)	0.1	72	0.0%	1%	0.1%	1.2%	-28%	9%	9%	-9%
33	Cc1cc(C)cc(NC(=O)CCn2cnc3cc(C)c(C)cc32)c1	0.4	84	-0.2%	-4%	-0.7%	-1.2%	-19%	-8%	2%	-25%
34	Cc1ccc(NC(=O)Cn2cnc3c(oc4nc5c(cc43)COC(C)(C)C5)c2=O)cc1	-1.8	77	-0.3%	-1%	-1.0%	8.3%	1%	3%	-12%	-8%
35	COC(=O)CSc1snnc1-c1ccc(F)cc1	-0.4	50	-0.1%	9%	0.8%	nt	16%	2%	-3%	-16%
36	N#CC1=C(N)Oc2ccc3ccc(O)cc3c2C1c1cccnc1 (stereo not drawn)	0.8	43	0.0%	7%	0.8%	1.1%	-17%	20%	5%	-19%
37	Nc1ccc2c(C(F)(F)F)cc(=O)oc2c1	-4.8	105	-0.1%	6%	2.9%	-2.8%	-22%	5%	-5%	-16%
38	CNCc1cc2ccc(C)cc2[nH]c1=O	-0.8	43	0.2%	11%	-0.4%	5.5%	2%	-5%	3%	2%
39	Cc1ccc2c(C)c(C(=O)Nc3nnc(C)s3)oc2c1	-1.3	52	-0.2%	-2%	0.3%	-4.5%	-21%	4%	7%	-15%
40	COc1ccc(S(=O)(=O)Cc2ccc(C(=O)N3CCN(c4ccc(Cl)cc4)CC3)o2)cc1	2.9	57	0.3%	5%	-4.2%	9.5%	-9%	-9%	-5%	5%
41	COc1ccc(N(C)S(=O)(=O)c2cccc(C(=O)NC3=NCCS3)c2)cc1	0.1	49	-0.3%	12%	0.0%	-0.4%	-60%	-1%	-3%	7%
42	Cc1cccc(C(=O)NNC(=O)c2ccccc2O)c1	0.6	72	-0.3%	9%	-0.7%	0.8%	-19%[20 µM]	13%	11%	-6%
43	CCc1cccc(OCCCN2C(=O)NC(C)(C)C2=O)c1	1.0	74	-0.1%	-3%	-0.3%	-2.7%	3%	12%	3%	-11%
44	CS(=O)(=O)c1ccc2nc(NC(=O)CCN3C(=O)c4ccccc4C3=O)sc2c1	0.5	63	0.1%	2%	-1.3%	6.3%	-12%	-3%	3%	-30%
45	Cc1cc(=O)c(C(=O)O)nn1-c1ccc(Cl)cc1	1.5	51	-0.1%	-2%	0.5%	3.4%	-9%	1%	-11%	-6%
46	CCOc1ccccc1Nc1nc(-c2cccnc2)cs1	3.2	73	0.5%	16%	1.3%	-7.6%	-12%[20 µM]	11%	-4%	8%
47	Fc1ccc(CSc2nnc3ccccn23)c(Cl)c1	1.7	52	0.0%	2%	0.0%	-1.5%	12%	12%	6%	-36%
48	Cc1ccccc1NC(=O)COC(=O)c1c[nH]c(=O)[nH]c1=O	1.6	87	-0.1%	10%	-0.1%	-6.9%	-18%[20 µM]	-9%	2%	-6%
49	O=S(=O)(NC1CCCCC1N1CCC(O)CC1)c1ccccc1 (stereo not drawn)	-0.9	56	0.0%	4%	-0.9%[50 µM]	-1.1%	5%	-10%	0%	-5%
50	O=C(CSc1nc(C2CC2)nc2ccccc12)Nc1ccccc1N1CCOCC1	-1.7	23	-0.1%	10%	0.1%	-7.0%	22%[20 µM]	10%	-4%	23%
51	Brc1ccc(NCc2nnc3n2CCCCC3)cc1	-0.1	47	-0.2%	0%	0.2%	0.9%	17%	8%	3%	-22%
52	Nc1nc(SCc2nc3scc(-c4ccccc4)c3c(=O)[nH]2)n[nH]1	-1.1	64	-0.1%	1%	0.9%	-1.9%	-17%	-1%	13%	7%
53	CC(Cl)C(=O)c1ccc2c(c1)CCN2C(=O)C1CC1 (stereo not drawn)	0.9	45	-0.7%	2%	0.2%	-4.4%	-9%	-20%	8%	44%
54	COc1ccc(CCNC(=O)C2(C)CCC(=O)N2CCC(C)C)cc1OC (stereo not drawn)	0.7	57	0.4%	-7%	-1.2%	-3.5%	1%	-6%	-3%	-18%
55	CN(C)/C=C1/C=C(C=O)OC1=O	0.4	60	-0.1%	4%	-0.2%	1.6%	19%	-5%	-2%	9%
56	COCc1cc(=O)[nH]c(-c2ccccc2)n1	-1.1	82	0.1%	3%	-0.1%	-0.4%	-45%	6%	-5%	-36%

Assay outcomes (PubChem BioAssay)

Only part of the results is shown; rates above refer to the full screens.
